Source: PubChem
KOR beta-arrestin-1 = kappa opioid receptor activators – cell-based, luminescence, uHTS, primary screen (AID 1777); KOR beta-arrestin recruitment, luminescence; higher % means a stronger effect; one-dose activation, % at 10 µM; EC50 in µM for titrated hits; actives 0.02% (n = 280,000); in the data active means activation above about 50%, passing the limit was not always enough; further: a part of the inactive calls stands beside numbers as strong as those of hits
HIV peptide binding = inhibitors of HIV fusion peptide binding, primary screen, biochemical, uHTS, fluorescence dequenching (AID 1986); actives 0.3% (n = 290,000); cell-free peptide binding, fluorescence dequenching, 30 min; higher % means a stronger effect; inhibition, % at 20 µM; hits with a dose series show IC50 in µM; in the data active means inhibition mostly above about 52%, no sharp cut-off; inactive means mostly below about 76%; further: some results filed as inactive read as strong as hits
NOD2 inhibition = inhibition of NOD2-driven NF-kB reporter – cell-based, luminescence, uHTS, HEK293 (AID 1566). HEK293 NOD2/NF-kB luciferase reporter, luminescence; higher % means a stronger effect. one-dose inhibition, % at 4 µM; EC50 in µM for titrated hits. actives 0.63% (n = 290,000); further: many of its hits are not listed in these tables
KOR beta-arrestin-2 = kappa opioid receptor blockers – cell-based, luminescence, uHTS (AID 1778); KOR beta-arrestin recruitment, luminescence, antagonist mode; higher % means a stronger effect; one-dose inhibition, % at 10 µM; IC50 in µM for titrated hits; actives 0.091% (n = 290,000); further: strong numbers were not always called active
Myeloid diff 2 = myeloid differentiation induction; AID 624256; calls only at 10 µM; ER-HoxA9 myeloid progenitors, lysozyme-GFP differentiation, flow cytometry; actives 1% (n = 360,000);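 active means normalized GFP-positive differentiation at or above the plate's own cutoff, the solvent-only control mean plus 3 SD; inconclusive means no clear call, values can overlap the other calls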;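 further: cells exposed to compound for four days before flow analysis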
NOD1 NF-kB reporter = NOD1 signaling inhibitors, primary screen, cell-based, luminescence, uHTS (AID 1578); actives 1% (n = 290,000); one-dose inhibition, % at 4 µM; EC50 in µM for titrated hits; NOD1-driven NF-kB luciferase reporter cells, luminescence; higher % means a stronger effect; in the data active means inhibition mostly above about 36%, no sharp cut-off; inactive means mostly below about 34%;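 further: HEK-293T reporter cells stimulated with the NOD1 agonist gamma-tri-DAP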
Salmonella PhoP GFP = inhibitors of PhoP regulon expression, primary screen, Salmonella Typhimurium, GFP reporter (AID 1863); S. Typhimurium PhoP-regulated promoter GFP reporter, 4 h; higher % means a stronger effect; one-dose inhibition, % at 50 µM; IC50 in µM for titrated hits; actives 0.16% (n = 300,000);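 active means inhibition over 29.93%, a cutoff 3 SD above the screen mean, later confirmed by dose response; inconclusive means inhibition over 29.93% but no dose response follow-up; inactive means inhibition at most 29.93% or unconfirmed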;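 further: 0% = low Mg2+ inducing control and 100% = high Mg2+ repressing control; strong numbers were not always called active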
LYP inhibition = inhibitors of LYP phosphatase, biochemical, fluorescence intensity, uHTS (AID 1779) | recombinant LYP phosphatase, fluorescence intensity; higher % means a stronger effect | inhibition, % at 11.5 µM, or IC50 in µM where a hit was titrated | actives 0.054% (n = 290,000);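 further: plate controls were vehicle with enzyme for no effect and no enzyme for full effect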
SIAH1 antagonists = blockers of Siah-1 interaction with plectin peptide – biochemical, fluorescence polarization, rhodamine-plectin, uHTS, primary screen (AID 1817); displacement, % at 20 µM, or IC50 in µM where a hit was titrated; Siah-1 / rhodamine-plectin peptide fluorescence polarization; higher % means a stronger effect; actives 0.02% (n = 290,000);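 active means displacement of at least 50% at 20 µM, with a fluorescence ratio check between 0.3 and a set limit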;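 further: plate controls were Siah plus tracer with DMSO for no effect and tracer alone without Siah for full effect; strong numbers were not always called active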
Myeloid diff 2 GFP+ MAC1+ % = second read-out of Myeloid diff 2, no call of its own (marks repeat the call); GFP+ MAC1+ double positive, %; measured here: differentiation confirmed by MAC1 staining
* marks the source's active call; other numbers are inactive results; i = inactive; ? = inconclusive; . = no result given; [ ] = dose if it differs, or a comment. Unless noted, no stated cut-off is given here; in the data, active means inhibition above about 50%; inactive means the rest.

Second line of a record: KOR beta-arrestin-1	HIV peptide binding	NOD2 inhibition	KOR beta-arrestin-2	Myeloid diff 2	Myeloid diff 2 GFP+ MAC1+ %	NOD1 NF-kB reporter	Salmonella PhoP GFP	LYP inhibition	SIAH1 antagonists
Cc1cc(SCCOc2ccccc2)nc(N)n1
    6.0%	0.4%	-68%	-37%	i	0.0	-10%	-2%	9%	-2%
CCC(C)Nc1nc(CN2CCOCC2)nc2sc3c(c12)CCC3 (stereo not drawn)
    -2.4%	-1.8%	12%	-2%	i	0.8	0%	-9%	3%	-3%
Cc1ccc2c(C(=O)CN3CCN(C4CCCCC4)CC3)c(C)[nH]c2c1
    5.5%	-0.4%	-4%	-35%	i	0.4	7%	-15%	-6%	-1%
O=C(N/N=C/c1cccs1)c1cc(-c2ccc3ccccc3c2)n[nH]1
    3.3%	-1.2%	-3%	2%	i	0.6	-2%	2%	6%	23%
CCO[C@H]1OC(C(N)=O)=C[C@@H](C)[C@@H]1CCCO
    -3.8%	-0.2%	1%	2%	i	1.5	-28%	0%	-9%	4%
CC1CCCCN1Cc1c(O)ccc2c(=O)c(-c3ccc(Cl)cc3Cl)coc12 (stereo not drawn)
    -1.4%	0.9%	-3%	-4%	i	0.6	-5%	7%	-10%	6%
O=C(CCc1nc2ccccc2[nH]1)Nc1ccccc1F
    -0.3%	1.1%	-2%	-9%	i	0.2	-3%	-4%	-1%	0%
CNc1nc(N)c(C(=O)C23CC4CC(CC(C4)C2)C3)s1
    -2.1%	-1.8%	-11%	-47%[20 µM]	i	0.3	-30%	-2%	-1%	-1%
COC(=O)c1sccc1NC(=S)N1CCC(C(N)=O)CC1
    -3.5%	2.1%	14%	7%	i	0.2	5%	-6%	-5%	2%
Cc1cccc(NC(=O)CNC(=O)COc2ccc(C(=O)c3ccc(F)cc3)cc2)c1C
    7.8%	2.3%	11%	-29%	i	1.7	13%	7%	0%	-4%
O=C(CSc1ccccc1)N1CCCC(N2CCN(c3ccc(F)cc3)CC2)C1 (stereo not drawn)
    -3.5%	1.5%	-8%	9%	i	4.2	-25%	-12%	-8%	2%
O=C(Cc1cccs1)N(c1ccc(Cl)cc1)C1C=CS(=O)(=O)C1 (stereo not drawn)
    6.9%	1.9%	-4%	-31%	i	7.1	48%	13%	-8%	-3%
O=C(O)CNC(=S)N(Cc1ccccc1Cl)C1CCCC1
    8.7%	1.3%	13%	10%	i	0.5	-6%	-12%	-1%	20%
O=C(COC(=O)c1ccc(S(=O)(=O)N2CCOCC2)cc1)NC1CCCCCCC1
    -0.6%	-0.5%	12%	23%	i	0.1	-33%	3%	-2%	0%
CCCCNC(=O)C1Cc2cc(S(=O)(=O)N3CCCCC3)ccc2N1C(C)=O (stereo not drawn)
    5.2%	1.3%	3%	-14%	i	2.4	-41%	-11%	2%	-2%
CN(C)S(=O)(=O)c1ccc(C(=O)NCC(=O)N/N=C/c2ccccc2Cl)cc1
    -0.3%	0.3%	9%	-57%[20 µM]	i	0.4	-10%	-7%	-4%	-5%
Cc1nonc1C1CCCN1Cc1nc(-c2ccc(F)cc2F)oc1C (stereo not drawn)
    9.6%	0.4%	-6%	-21%[20 µM]	i	0.1	16%	.	-9%	-3%
Cc1c(NC(=O)C(C)OC(=O)CCC2CCCC2)c(=O)n(-c2ccccc2)n1C (stereo not drawn)
    -5.0%	-3.1%	16%	12%	i	0.6	4%	11%	-4%	2%
CC1CCC(C(C)C)C(OCC(O)CN2CCCC(C)C2)C1 (stereo not drawn)
    -0.7%	0.9%	2%	-37%	i	0.1	-44%	8%	-6%	6%
CCOC(=O)c1cc(-c2ccccc2)sc1NC(=O)C(C)(C)C
    0.5%	-2.6%	26%	24%	i	1.2	28%	1%	-6%	-3%
CC(C)CC(C(=O)NC(C)(C)C)N(CC1CCCO1)C(=O)c1snc(C(N)=O)c1N (stereo not drawn)
    .	-0.8%	-2%	-4%[20 µM]	i	0.6	-12%	-4%	-5%	-6%
COc1ccccc1CNC(=O)CCNC(=O)Cn1ccc2ccccc2c1=O
    -3.8%	1.3%	8%	16%	i	2.2	-9%	-8%	-3%	1%
CCOC(=O)c1csc(NC(=O)c2ccc(N3C(=O)CCC3=O)cc2)n1
    -0.9%	0.8%	12%	11%	i	0.2	-27%	3%	2%	2%
COc1ccc(OC)c(NC(=O)CSc2nc3n[nH]c(C)c3c(=N)n2-c2cccc(Cl)c2C)c1
    0.0%	3.1%	29%	-34%	i	0.8	4%	-7%	-3%	5%
CC(C)C(=O)Nc1ccc(C(=O)NC2CCSC2=O)cc1 (stereo not drawn)
    9.2%	-2.5%	0%	14%	i	0.8	-23%	5%	-2%	2%
O=C(Nc1ccc(Cl)cc1C(F)(F)F)c1ccccc1Cl
    -0.1%	1.6%	4%	10%	i	0.1	-14%	-12%	-1%	0%
CC(=O)Nc1ccc(C(=O)OCc2ccccc2Br)cc1
    1.4%	1.1%	3%	10%	i	0.2	-43%	-5%	-2%	-3%
Cc1cccc(NCc2nnc(-c3ccccc3)o2)c1C
    0.0%	0.6%	8%	-24%	i	0.1	-37%	9%	3%	10%
NS(=O)(=O)c1ccc(NC(=S)NNC(=O)c2ccc(Br)o2)cc1
    -6.4%	0.1%	-6%	15%	i	1.3	-39%	0%	-7%	0%
COc1ccc(CNC(=O)C(c2ccco2)N(C(=O)c2snc(C(N)=O)c2N)c2cccc(OC)c2)cc1 (stereo not drawn)
    -6.7%	1.3%	11%	-24%	?	.	-5%	1%	-3%	10%
COc1cc2nc(=S)n(CCCN3CCOCC3)c(N)c2cc1OC
    -1.7%	-3.6%	10%	-11%	i	0.4	21%	12%	-6%	-6%
CCCNc1nc(OC(C(F)(F)F)C(F)(F)F)nc(OC(C(F)(F)F)C(F)(F)F)n1
    1.3%	1.7%	-4%	-21%	i	4.4	-27%	-9%	-3%	-1%
Cc1ccc2cc(CCNC(=O)c3ccco3)c(=O)[nH]c2c1
    1.5%	3.2%	-17%	1%	i	4.5	-36%	4%	-9%	-2%
Cc1ccc(SCC(=O)NC2CCS(=O)(=O)C2)cc1 (stereo not drawn)
    -1.4%	0.4%	-6%	-22%	i	0.1	-50%	3%	-6%	2%
CC(C)(C)c1ccc(NC(=O)c2ccc(=O)[nH]n2)cc1
    -2.7%	-1.4%	-62%	10%	i	0.6	-4%	6%	-6%	1%
O=c1c2cc(N3CCOCC3)ccc2[nH]c(=S)n1CCCN1CCN(c2ccccc2F)CC1
    0.8%	-1.7%	18%	37%	.	.	5%	0%	1%	-6%
C/C(=N/NC(=O)c1ccco1)c1ccc(Br)s1
    5.3%	-0.3%	-12%	-18%	i	0.2	-35%	-5%	-5%	12%
O=C(NC1CCCCC1)C(c1ccc(Cl)cc1)N1CCC2(CC1)OCCO2 (stereo not drawn)
    0.2%	-0.7%	2%	-11%	i	0.5	-20%	0%	-2%	0%
Nn1c(SCCOc2ccccc2)nnc1-c1cccnc1
    -6.1%	-2.3%	3%	-9%	i	0.6	-40%	7%	-9%	-1%
O=C(Nc1ccc2oc(-c3ccccc3Cl)nc2c1)c1ncn[nH]1
    -3.1%	0.3%	-105%	26%	i	8.4	-35%	-5%	3%	11%
Cc1[nH]n(-c2ccccc2)c(=O)c1/C=N/N1C(=O)c2ccc3c4c(ccc(c24)C1=O)CC3
    -11%	11%	-10%	-3%	i	0.2	91%*	-14%	-3%	4%
Cc1cc(=O)[nH]c(N/N=C/c2c(C)oc3ccccc23)n1
    -2.5%	0.5%	-3%	8%	i	0.2	-30%	5%	6%	2%
CCOC(=O)Cn1c(=O)sc2ccccc21
    12%	-1.9%	11%	-10%	i	2.3	-3%	-5%	-6%	-4%
O=C(N/N=C/c1ccc[nH]1)c1ccccc1OCc1ccccc1Cl
    -10%	14%	1%	12%	i	0.3	-16%	-3%	2%	6%
CCOC(=O)c1cnc(SCC#N)nc1N
    -0.5%	0.0%	17%	8%	i	0.5	-9%	-6%	-3%	14%
COC(=O)c1sc(-c2ccc(C(C)(C)C)cc2)cc1NC(=O)CSCC(=O)O
    5.8%	15µM*	-17%	-43%	i	0.4	-8%	-1%	5%	8%
O=C(O)C1CCN(c2ccc(S(=O)(=O)N3CCOCC3)cc2[N+](=O)[O-])CC1
    -3.3%	0.0%	8%	-17%	i	0.2	-5%	-2%	-2%	0%
CCC(=O)Nc1ccc(C(=O)N/N=C/c2ccc([N+](=O)[O-])cc2)cc1
    -3.7%	-1.0%	13%	29%	i	1.4	-1%	-3%	0%	3%
CCCCC(=O)O[C@]1(C(=O)CO)CC[C@H]2[C@@H]3CCC4=CC(=O)CC[C@]4(C)[C@H]3[C@@H](O)C[C@@]21C
    -4.1%	-0.6%	20%	11%	i	8.6	-3%	0%	1%	5%
CCOc1ccc(/C(O)=C2\C(=O)C(=O)N(c3cc(C)on3)C2c2ccccc2OC)cc1 (stereo not drawn)
    3.1%	-0.5%	13%	4%	i	0.8	-5%	23%	2%	-5%
COc1ccccc1C(=O)N1CCN(Cc2cn[nH]c2-c2ccc(F)cc2F)CC1
    5.6%	0.0%	-2%	9%	i	0.2	-5%	-5%	2%	0%
CCOc1ccc(C2C(C#N)=C(N)N3C(=C2C#N)Sc2ccccc23)cc1 (stereo not drawn)
    -3.5%	1.1%	12%	24%	i	1.5	-11%	.	-5%	3%
Cc1ccc(NC(=O)C2CCN(S(=O)(=O)c3cccc4nonc34)CC2)cc1
    -4.8%	1.3%	17%	-13%	i	0.3	20%	5%	-14%	-9%

One compound at a time (already shown). Order of values: KOR beta-arrestin-1, HIV peptide binding, NOD2 inhibition, KOR beta-arrestin-2, Myeloid diff 2, Myeloid diff 2 GFP+ MAC1+ %, NOD1 NF-kB reporter, Salmonella PhoP GFP, LYP inhibition, SIAH1 antagonists
Results for COc1ccccc1C(=O)N1CCN(Cc2cn[nH]c2-c2ccc(F)cc2F)CC1 = 5.6%, 0.0%, -2%, 9%, i, 0.2, -5%, -5%, 2%, 0%
Results for CCOc1ccc(C2C(C#N)=C(N)N3C(=C2C#N)Sc2ccccc23)cc1 (stereo not drawn) = -3.5%, 1.1%, 12%, 24%, i, 1.5, -11%, ., -5%, 3%

Marked active in NOD1 NF-kB reporter (from the list above):
SMILES	KOR beta-arrestin-1	HIV peptide binding	NOD2 inhibition	KOR beta-arrestin-2	Myeloid diff 2 GFP+ MAC1+ %	NOD1 NF-kB reporter	Salmonella PhoP GFP	LYP inhibition	SIAH1 antagonists
Cc1[nH]n(-c2ccccc2)c(=O)c1/C=N/N1C(=O)c2ccc3c4c(ccc(c24)C1=O)CC3	-11%	11%	-10%	-3%	0.2	91%*	-14%	-3%	4%

The list is partial (hit frequency here may not be typical).
